Tb hexokinase: blocks Trypanosoma brucei hexokinase 1 activity. recombinant TbHK1, G6PDH-coupled NADH A340. inhibition, % at 10 µM. hit rate 0.11% among 220,000;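 active means inhibition of 50% or more in the single-dose primary screen; inactive means inhibition below 50%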
Thrombin inh: inhibitors of human thrombin; P00734; alpha-thrombin, Boc-VPR-AMC fluorogenic substrate cleavage; inhibition, % at 5 µM; hit rate 0.26% among 220,000; AID 1046;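 active means inhibition at or above 40%; inactive means inhibition below 40%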;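 further: 0% = enzyme with no compound and 100% = wells without enzyme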
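System – human alpha-thrombin · Medium – pH 7.5 Tris (50 mM) with NaCl 150 mM, Tween 20 0.05% · Compound – single-point dosing at 5 µM, 0.2% DMSO · Incubation – enzyme reaction carried out at room temperature · Technique – fluorescence of released AMC, ex 355 nm, em 460 nm · Read-out basis – % inhibition of thrombin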
zfTRPN1 agonist: zebrafish TRPN1 (NompC) channel agonism | HEK293 zebrafish TRPN1-YFP, Fluo-8 calcium fluorescence; 100% = response to 87 µM carbachol | activation, % at 3 µM | hit rate 0.18% among 220,000 | AID 1424;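 active means activation above its plate's cutoff, the mean activation of test wells on that plate plus 3 SD, cut at about 19% in these data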;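 further: 0% = DMSO alone and 100% = 87 µM carbachol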
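Material: zebrafish TRPN1-YFP in HEK293 cells. Doses: one dose of 3 µM, 0.3% DMSO. Incubation: dye 1 h 37 °C plus 30 min RT. Measured by: intracellular calcium fluorescence with Fluo-8.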
TRPML3 ag: activates the human TRPML3 channel. HEK293 TRPML3-YFP, Fluo-8 calcium fluorescence; 100% = the carbachol control signal. AID 1448. activation, % at 3 µM. hit rate 0.29% among 220,000;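 active means activation above its plate's cutoff, the mean activation of the plate's test wells plus 3 SD, cut at about 12% in these data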;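 further: 0% = DMSO only wells and 100% = carbachol wells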
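Material: TRPML3-YFP stable HEK293 cells | Dosing: One concentration, 3 µM nominal, 0.3% DMSO | Timing: 125 s total fluorescence read per well | Technique: Fluo-8 calcium dye fluorescence, ex 470-495, em 515-575 nm | Measure: Percent activation from peak-to-basal fluorescence ratio, scaled between DMSO and carbachol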
m-calpain inh: blocks pig calpain II enzyme activity. purified calpain II, fluorogenic peptide substrate, 30 min. inhibition, % at 16 µM. hit rate 0.37% among 220,000. AID 1236;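 active means inhibition above about 50%, limit read from the data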
Furin inhibitor: human furin inhibition; purified furin, fluorogenic substrate cleavage; inhibition, % at 30 µM; hit rate 0.061% among 220,000; in the data active means inhibition above about 25%; further: inactives centre near -15
Target sequence (P09958 108-714 limits assumed): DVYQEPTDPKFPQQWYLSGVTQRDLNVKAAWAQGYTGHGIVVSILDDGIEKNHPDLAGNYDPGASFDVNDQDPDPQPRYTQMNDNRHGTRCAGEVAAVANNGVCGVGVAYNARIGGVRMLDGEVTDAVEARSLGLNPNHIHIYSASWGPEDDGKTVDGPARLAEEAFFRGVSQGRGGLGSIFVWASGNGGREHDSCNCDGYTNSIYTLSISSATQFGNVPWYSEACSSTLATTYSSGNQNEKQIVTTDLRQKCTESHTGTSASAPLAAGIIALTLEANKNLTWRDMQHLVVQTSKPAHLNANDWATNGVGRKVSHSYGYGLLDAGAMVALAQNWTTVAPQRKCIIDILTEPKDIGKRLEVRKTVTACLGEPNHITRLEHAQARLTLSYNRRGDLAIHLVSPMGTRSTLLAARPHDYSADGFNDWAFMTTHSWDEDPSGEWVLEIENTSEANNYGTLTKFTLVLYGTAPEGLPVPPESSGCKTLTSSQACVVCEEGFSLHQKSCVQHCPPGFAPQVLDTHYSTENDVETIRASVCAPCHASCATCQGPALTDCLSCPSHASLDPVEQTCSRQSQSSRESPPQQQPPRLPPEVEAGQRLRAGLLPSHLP
PPC-1+TRAIL kill: PPC-1 cancer cell killing with TRAIL present; PPC-1 cells + TRAIL, ATPLite viability luminescence; cell killing (% activity), % at 4 µM; hit rate 0.41% among 220,000; AID 1443;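 active means cell killing above 50% in the first pass at 4 µM, then a duplicate retest at 5 µM averaging 50% or more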;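 further: plate controls were cells with TRAIL plus DMSO for no effect and medium-only wells lacking cells for full effect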
KCC2 mod: KCC2 (human) Cl- transport modulation; Q9H2X9; KCC2 cells, thallium flux FluoZin-2 fluorescence; B-score of Tl+ flux slope (higher = more flux/activation; lower = inhibition) at 10 µM; hit rate 2.2% among 190,000;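 active means thallium flux slope and its plate-corrected score both differing from the plate sample mean at a set confidence after two filtering rounds, in either direction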;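 further: slope of fluorescence scaled to starting intensity during 10 to 20 s after thallium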
EBV gp42 inh: inhibitors of Epstein-Barr virus glycoprotein 42. Q1HVG2. Fluorescence polarization binding assay, mP read-out. inhibition, % (tested at 21.74 µM). hit rate 0.42% among 220,000. AID 1085; in the data active means inhibition above about 50%
Target sequence (Q1HVG2 whole entry, looked up): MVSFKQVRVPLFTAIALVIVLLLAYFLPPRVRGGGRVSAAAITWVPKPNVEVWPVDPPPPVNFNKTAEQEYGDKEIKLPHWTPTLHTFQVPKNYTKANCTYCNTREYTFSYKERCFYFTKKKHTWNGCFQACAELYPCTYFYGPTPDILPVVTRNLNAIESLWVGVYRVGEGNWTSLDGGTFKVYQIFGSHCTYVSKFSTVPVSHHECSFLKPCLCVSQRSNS
* hit, by the source's call; nt = not tested or not shown; [ ] = another dose, or the depositor's remark.

SMILES	Tb hexokinase	Thrombin inh	zfTRPN1 agonist	TRPML3 ag	m-calpain inh	Furin inhibitor	PPC-1+TRAIL kill	KCC2 mod	EBV gp42 inh
CCOc1ccc(-n2c(=S)sc3c(=O)[nH]c(SCC(=O)NCc4ccco4)nc32)cc1	16	-3	-0.2	-0.3	-24	-15	-13	nt	5
O=C1OCCN/C1=C\C(=O)c1ccc(Cl)cc1	-46	-4	1.8	0.7	-1	-23	-17	-0.46	-10
CC(C)NC(=S)N1CCn2c(nc3ccccc32)C1	-4	-3	-2.0	0.8	0	-20	-13	0.2	0
O=C(Nc1ccc2oc(-c3cccnc3)nc2c1)c1cccnc1	-5	5	0.6	0.8	-52	-9	7	0.91	-6
O=C(OCC(=O)N1CCN(c2ccccc2)CC1)c1cnc(Cl)c(Cl)c1	2	-10	-0.6	0.7	-12	-13	24	-0.55	-31
COc1ccccc1NC(=O)COc1ccc(Br)cc1CO	-6	-5	0.9	0.7	-5	-11[20 µM]	-6	nt	-22
Nc1nonc1C(=O)N/N=C/c1ccc(-c2ccc(Cl)c(C(=O)O)c2)o1	-43	-6	0.9	0.2	-15	-11	9	-1.1	-11
O=C(Nc1ccc(OC(F)(F)F)cc1)c1ccc(-n2cncn2)nc1	3	-3	3.7	1.1	0	-23	36	1.1	7
COc1cccc(OC)c1CNC(=O)CCSCc1ccccc1F	1	-3	-1.2	-0.3	-5	-21	19	-2	-9
O=C(NCc1ccc(Cl)cc1)c1cc(=O)nc2sc(-c3ccccc3)nn12	0	0	0.3	0.3	-34	-16[20 µM]	7	0.17	13
CCN1C(=O)N(C)C2(c3ccccc3)N(C)C(=O)N(C)C12c1ccccc1 (centres undefined)	1	-4	1.5	0.6	-16	-35	-12	nt	-7
N/C(=N\OC(=O)C(c1ccccc1)c1ccccc1)c1ccncc1	-6	-9	-2.5	-1.5	10	-9	2	0.13	-21
Cc1onc(-c2c(Cl)cccc2Cl)c1C(N)=S	1	-8	-1.7	0.4	4	-21	5	-0.27	-11
C=CCSC1=N/C(=C\c2sccc2C)C(=O)S1	10	0	0.5	0.7	8	-9	-20	1.4	-8
CC(=O)OCC(OC(C)=O)C(OC(C)=O)C(OC(C)=O)C(=O)Nc1ccc(C)cc1 (centres undefined)	-2	1	0.8	1.2	-32	-16	4	-0.093	-18
COc1ccc(S(=O)(=O)N2CCC(C(=O)NCCC3=CCCCC3)CC2)cc1C	35	-2	-1.0	-0.6	29	-12[20 µM]	27	-1.3	-10
Cc1ccc(SCCNC(=O)/C=C/c2cccc([N+](=O)[O-])c2)cc1	8	-1	-0.8	-0.4	21	-22	19	-4.5*	-14
COc1ccc(N2C(=O)CC(N(C)CCc3ccc(OC)c(OC)c3)C2=O)cc1 (centres undefined)	-4	-3	0.7	0.7	-10	-5	16	0.27	-22
CCN(CC)S(=O)(=O)c1ccc2oc(C(=O)NCCCN3CCOCC3)c(C)c2c1	-7	1	0.7	1.5	3	-13[20 µM]	18	nt	-12
Cc1cc(C)nc(N2CCCC(CCC(=O)NCc3ccc(F)c(F)c3)C2)n1 (centres undefined)	-5	-7	-1.1	0.4	-31	-18	2	0.36	-1
COc1ccc(-n2c(CN3CCN(Cc4ccccc4)CC3)nc3ccc([N+](=O)[O-])cc3c2=O)c(OC)c1	-13	-6	0.9	1.2	-17	-15	13	0.028	-7
Cn1c(-c2ccc(Cl)cc2)ccc(C#N)c1=O	-12	-3	-0.2	-0.5	-38	-25[20 µM]	11	nt	-7
CCN(CC)C(=O)CSc1nsc(SCC(=O)N(CC)CC)c1C#N	-8	19	-0.5	0.7	12	-13[20 µM]	-18	nt	-1
COc1cccc(OC)c1C(=O)NC(=S)Nc1ccc2oc(=O)ccc2c1	-2	-9	1.1	0.6	0	-12	10	0.023	-10
COc1cccc2c(=O)n(CC(=O)NC3CCCCC3)ccc12	-18	2	0.9	-1.1	-17	-11	6	nt	-21

(further entries)
SMILES	Tb hexokinase	Thrombin inh	zfTRPN1 agonist	TRPML3 ag	m-calpain inh	Furin inhibitor	PPC-1+TRAIL kill	KCC2 mod	EBV gp42 inh
COc1ccc(N2CCN(C(CNC(=O)c3cccc(Cl)c3)c3cccnc3)CC2)cc1 (centres undefined)	1	-2	0.3	-0.3	-28	-11	2	nt	-5
CCCC(C)C(=O)Nc1cccc(NC(C)=O)c1 (centres undefined)	9	-15	1.3	0.3	-22	-31	12	-0.91	0
COc1cccc(-c2nc(CCl)cs2)c1	-2	-3	-0.1	0.3	6	-25	-1	-0.58	-17
CN1CCN(C(CNS(=O)(=O)c2ccc(Cl)cc2)c2cccnc2)CC1 (centres undefined)	-12	16	0.8	0.1	13	-22[20 µM]	16	0.16	-19
COc1ccc2cc(C(=O)NCC(=O)O)sc(=O)c2c1OC	-15	2	0.4	0.2	-53	-33[20 µM]	-10	0.87	-10
C=CCOc1ccc(/C(O)=C2/C(=O)C(=O)N(CCN3CCOCC3)C2c2ccc(C)cc2)cc1 (centres undefined)	-28	-10	2.0	0.7	10	-11	-14	nt	-13
COc1ccc(N2C(=O)C3CCCN3C2c2ccccc2)cc1 (centres undefined)	-6	-1	0.6	1.1	-16	-29	0	0.8	-9
O=C(Nc1ccccn1)c1ccc2c(c1)OCO2	-3	-5	0.7	0.5	-32	-18	6	-0.0035	-1
O=C(CCCCn1c(=O)c2ccccc2n(Cc2ccccc2)c1=O)NC1CCN(Cc2ccccc2)CC1	0	-4	-1.7	-0.4	-7	-13	9	0.81	-11
CCCNc1nc2c(c(=O)n(C)c(=O)n2C)n1Cc1cccc(C)c1	-4	-3	-1.0	-0.7	-4	-24[20 µM]	26	nt	-1
COc1ccc(/C=N/NC(=O)Cc2ccc(Cl)cc2)cc1OC	-7	5	-0.6	0.1	16	-29	nt	0.0099	2
Cc1ccc(OCC(=O)Nc2cc(C(=O)O)cc(C(=O)O)c2)cc1C	-4	0	1.0	0.2	-44	-25	-16	nt	-12
COc1ccc(C(=O)Nc2nc3c(s2)CCCC3)cc1S(=O)(=O)N1CCCc2ccccc21	-1	-9	0.6	0.7	-42	-20	-9	-0.013	-14
CCCCCn1c(=S)[nH]c2ncccc2c1=O	-12	2	0.1	0.1	-42	-13	-6	57*	-8
COc1ccc(C2CCCN2C(=S)Nc2ccc(C)c(C)c2)cc1OC (centres undefined)	-6	0	-1.5	-0.1	4	-15	0	-0.59	-7
O=C(O)C(Cc1cn[nH]n1)=NO	-2	-3	0.2	0.5	-19	-3	11	-0.00044	-15
Cc1c(C(=O)C(=O)N2CC=C(c3ccccc3)CC2)c2ccccc2n1C	-17	-3	0.7	-0.2	2	-14	16	-1.8	3
O=S(=O)(N/N=C\C=C\c1ccccc1)c1ccc(Br)cc1	-41	5	-0.1	0.2	31	-17[20 µM]	-2	nt	-4
O=C(CC12CC3CC(CC(C3)C1)C2)NCc1ccncc1	0	1	0.3	0.3	-49	-2[20 µM]	16	0.28	-2
NNC(=O)c1ccc(COCC(F)(F)C(F)F)cc1	-4	-9	1.6	0.3	5	-21	-2	0.03	-15
CCCCN(C(=O)Cn1nnc2ccccc21)C(C(=O)NCCOC)c1cccs1 (centres undefined)	-6	2	-0.2	0.6	-7	20[20 µM]	15	-0.044	-20
CC(=O)Nc1ccc(NC(=O)C2CCN(C(=O)c3cccs3)CC2)cc1	-6	-7	1.0	1.4	1	-23	11	0.82	-3
O=C(Nc1ccc(C(F)(F)F)cc1)C1(c2ccccc2)CC1	-8	-9	-1.7	0.1	9	-6	13	0.75	-37
CCOC(=O)N1CCN(C(=O)c2ccc(NS(=O)(=O)c3ccc(F)cc3)cc2)CC1	-7	-2	-0.1	0.1	-19	-23	28	-0.15	-9
O=C(O)/C=C/c1ccccc1Oc1ccc(Cl)cc1Cl	6	-19	0.8	0.4	22	-9	11	-6.6*	-8

Brought forward from above: 2 entries, followed by the next part.
SMILES	Tb hexokinase	Thrombin inh	zfTRPN1 agonist	TRPML3 ag	m-calpain inh	Furin inhibitor	PPC-1+TRAIL kill	KCC2 mod	EBV gp42 inh
CCOC(=O)N1CCN(C(=O)c2ccc(NS(=O)(=O)c3ccc(F)cc3)cc2)CC1	-7	-2	-0.1	0.1	-19	-23	28	-0.15	-9
O=C(O)/C=C/c1ccccc1Oc1ccc(Cl)cc1Cl	6	-19	0.8	0.4	22	-9	11	-6.6*	-8
CCOc1ccc(CCNC(=O)CCC(=O)Nc2ccc3nc(N4CCN(C)CC4)cc(C)c3c2)cc1OCC	-5	2	-0.1	1.0	-99	-37	-11	-0.71	9
NC(=O)CC(NC(=O)Cc1cccc2ccccc12)c1ccc(NCCOc2ccccc2)c([N+](=O)[O-])c1 (centres undefined)	21	1	nt	nt	-14	-22	10	-0.031	-36
CN(C)S(=O)(=O)N1CCN(C(=O)N2CCCCCC2)CC1	10	2	0.5	0.4	-33	-8[20 µM]	12	0.36	12
O=C(CNC(=S)N(Cc1ccc(F)cc1)C1CCCCC1)NC1CC1	-2	2	-1.6	1.0	3	-8[20 µM]	8	0.33	-12
CCSc1nc(-c2ccc(OC)cc2)cc(-c2ccccc2)c1C#N	-26	2	-0.8	1.2	-56	-19[20 µM]	6	nt	-18
Cc1cc(N2CCN(C(=O)c3ccco3)CC2)nc(-c2ccccc2)n1	nt	-3	nt	nt	-18	nt	-2	nt	-16
CC(=O)NC(CCS(C)(=O)=O)C(=O)N1CCc2ccccc21 (centres undefined)	0	-11	-0.7	1.2	5	-9[20 µM]	19	-1.7	-2
COC(=O)c1ccc(CSCC(=O)Nc2cc(OC)cc(OC)c2)o1	-1	-3	1.0	-0.8	-13	-13	19	0.54	-17
COc1cccc(N(C(=O)c2cnccn2)C(C(=O)NC2CCCCC2)c2ccc(Cl)cc2)c1 (centres undefined)	-9	-13	0.4	0.3	-2	-18[20 µM]	-8	0.13	7
CCCCC1=NN2CCS(=O)(=O)N=C2S1	4	1	1.8	1.2	-26	-19	14	0.013	-7
CCCC(=O)NCCc1cc2c(C)ccc(C)c2[nH]c1=O	-12	2	-0.2	0.0	13	-12	16	0.26	-21
COc1ccc(-c2nc(C#N)c(NC(C)c3ccccc3)o2)cc1OC (centres undefined)	-7	-8	-2.1	-1.3	-232	-42	12	-2.1	4
CCN(C(=O)CSc1nnnn1-c1ccccc1)C1CCS(=O)(=O)C1 (centres undefined)	0	-19	-0.3	0.5	-11	-17	39	-0.35	-17
O=C(N/N=C/c1ccc2c(c1)OCO2)c1cccs1	-46	0	1.0	0.4	1	0	29	-0.0078	3
CCC(Sc1ncnc2c1c(-c1ccccc1)cn2-c1ccc(OC)cc1)C(=O)OC (centres undefined)	-6	-6	0.3	1.0	-3	-17	21	0.12	-7

By substructure: those above containing a thiophene ring, fused or not.
SMILES	Tb hexokinase	Thrombin inh	zfTRPN1 agonist	TRPML3 ag	m-calpain inh	Furin inhibitor	PPC-1+TRAIL kill	KCC2 mod	EBV gp42 inh
C=CCSC1=N/C(=C\c2sccc2C)C(=O)S1	10	0	0.5	0.7	8	-9	-20	1.4	-8
CCCCN(C(=O)Cn1nnc2ccccc21)C(C(=O)NCCOC)c1cccs1 (centres undefined)	-6	2	-0.2	0.6	-7	20[20 µM]	15	-0.044	-20
CC(=O)Nc1ccc(NC(=O)C2CCN(C(=O)c3cccs3)CC2)cc1	-6	-7	1.0	1.4	1	-23	11	0.82	-3
O=C(N/N=C/c1ccc2c(c1)OCO2)c1cccs1	-46	0	1.0	0.4	1	0	29	-0.0078	3

Source: PubChem (several laboratories)
